PDI turbidity – inhibitors of human PDI, primary screen, biochemical, turbidity, single point, plate reader; inhibition, % at 10 µM; PDI insulin aggregation turbidity, A650, 90 min; Protein disulfide-isomerase (Homo sapiens), P07237; 0.052% of 350,000 active;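 active = mean inhibition across replicates of 30% or more, whatever share of single replicates reach that level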;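 also: absorbance from insulin aggregation driven by PDI reduction with DTT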
NR2E3 ag-1 – inhibitors of NR2E3-RetCOR corepressor binding, primary screen, NR2E3 agonist project, biochemical, TR-FRET, GST-NR2E3, biotin-RetCOR; Photoreceptor-specific nuclear receptor (Homo sapiens), Q9Y5X4; 1536-well; inhibition of corepressor binding, % at 4.78 µM; 0.12% of 320,000 active; AID 2300, 2010;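 active = percent inhibition above the cutoff of mean plus 3 SD of all tested compounds, set per screening campaign, cut at about 20% in these data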;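 also: 0% = DMSO wells and 100% = biotin wells as full block of FRET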
Target sequence (Q9Y5X4 whole entry, looked up): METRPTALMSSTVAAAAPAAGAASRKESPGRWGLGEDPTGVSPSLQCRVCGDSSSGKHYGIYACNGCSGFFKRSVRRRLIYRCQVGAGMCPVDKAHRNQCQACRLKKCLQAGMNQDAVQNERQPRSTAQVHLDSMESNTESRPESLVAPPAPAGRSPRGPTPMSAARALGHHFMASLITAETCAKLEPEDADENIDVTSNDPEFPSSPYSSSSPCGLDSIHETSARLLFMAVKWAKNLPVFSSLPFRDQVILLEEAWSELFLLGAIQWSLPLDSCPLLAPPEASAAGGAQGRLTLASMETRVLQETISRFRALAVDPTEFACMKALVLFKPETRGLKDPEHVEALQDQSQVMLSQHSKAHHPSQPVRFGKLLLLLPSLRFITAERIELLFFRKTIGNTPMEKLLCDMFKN
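Material: NR2E3–RetCOR corepressor complex / Amount: 1.35 nM GST-NR2E3 / Medium: Tris pH 7.5 / Compound: single nominal compound dose of 4.8 µM / Incubation: 5 h at 4 °C / Technique: TR-FRET, Eu(K)-anti-GST donor, streptavidin-D2 acceptor, ex 340, em 617/671 nm / Read-out basis: percent loss of FRET ratio relative to control wells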
CaV13 ICDI inh – Primary screen for inhibitors of IQ motif and Ca2+-dependent inactivation inhibitor domain binding in CACNA1D, Förster resonance energy transfer in living cells, …; HEK cells, CFP/YFP FRET ICDI-IQ, plate reader, 10 min; percent FRET-ratio fall versus neutral wells; inhibition, % at 12.3 µM; 0.098% of 340,000 active; AID 743397;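 active = mean replicate inhibition of at least 30% and at least 1% of replicates passing that level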;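 also: 0% = median of the neutral control wells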
m5-HT2A agonist – mouse Htr2a agonists via beta-arrestin recruitment, primary screen, cell-based, luminescence; 5-hydroxytryptamine receptor 2A (Mus musculus), P35363; CHO-K1 mHTR2A beta-arrestin complementation; percent of 30 µM serotonin response; activation, % at 7.6 µM; 0.66% of 360,000 active; AID 624169, 2012;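 active = activation above a run cutoff, the mean activation of all tested compounds plus 3 SD, cut at about 14% in these data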;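 also: 0% = plate median of compound wells and 100% = 30 µM serotonin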
Target sequence (P35363 whole entry, looked up): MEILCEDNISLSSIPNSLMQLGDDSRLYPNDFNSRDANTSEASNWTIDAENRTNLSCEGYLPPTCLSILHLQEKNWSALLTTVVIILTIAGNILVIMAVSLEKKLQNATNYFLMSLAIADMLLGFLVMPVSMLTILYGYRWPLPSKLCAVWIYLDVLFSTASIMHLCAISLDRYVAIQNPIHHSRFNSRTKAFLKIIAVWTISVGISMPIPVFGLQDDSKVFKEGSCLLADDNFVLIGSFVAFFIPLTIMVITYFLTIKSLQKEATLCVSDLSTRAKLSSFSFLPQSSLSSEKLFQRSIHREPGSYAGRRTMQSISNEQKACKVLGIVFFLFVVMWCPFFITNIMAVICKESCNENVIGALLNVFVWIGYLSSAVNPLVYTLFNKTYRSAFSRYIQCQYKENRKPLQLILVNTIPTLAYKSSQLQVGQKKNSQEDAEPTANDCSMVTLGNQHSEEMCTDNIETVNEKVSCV
H9c2 protect – cardioprotection against H2O2-induced cell death, primary screen, uHTS, H9c2 cells, ATPLite luminescence | 0.63% of 360,000 active | protection from H2O2 cell death, % at 20 µM | H9c2 cardiomyocytes, H2O2 injury protection, 2 h | AID 588492, 2011;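 active = compounds giving at least 50% protection of heart cells from peroxide-induced death in the single-dose screen, raw or plate-pattern-corrected value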;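 also: 0% = DMSO wells with peroxide and 100% = DMSO wells without peroxide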
MITF TRPM1 inh – inhibitors of MITF-dependent TRPM1 promoter reporter, primary screen, cell-based, SK-MEL-5, single point, luciferase; SK-MEL-5 TRPM1 promoter luciferase, 24 h; inhibition, % at 12.5 µM; 0.83% of 330,000 active;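 active = mean inhibition across replicates of 60% or more, whatever share of single replicates reaches that level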; also: values of inactives mirror those of a sister screen read the other way
NR2E3 ag-2 – NR2E3 agonists in two-hybrid cells, primary screen, cell-based, luminescence, CHO-S, Gal4-NCOR/VP16-NR2E3; AID 602229, 2012; inhibition of corepressor binding, % at 3.98 µM; luciferase; 0.35% of 360,000 active;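 active = inhibition above the mean of all tested compounds plus 3 SD, cut at about 70% in these data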;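 also: 0% = DMSO with NR2E3 transfected cells and 100% = cells lacking NR2E3 construct; higher means lower luciferase signal from less NR2E3 corepressor binding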
Shn3 3UTR inh – reduction of Shn3 3'UTR firefly luciferase signal, primary screen, Schnurri-3 inhibitor project, cell-based, Clone20 osteoblasts, set 2; 0.52% of 360,000 active; Clone20 osteoblast Shn3 3'UTR firefly luciferase, 24 h; inhibition, % at 12.5 µM;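 active = mean inhibition of at least 75% with every replicate also reaching 75%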;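 also: 0% = median of neutral control wells and 100% = pilot-screen positive control compound; some compounds past the cut are filed as inactive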
Peg3 promoter – Peg3 promoter-driven luciferase inhibitors, primary screen, cell-based, HeLa, luciferase luminescence | 1.7% of 360,000 active | HeLa PEG-Prom luciferase reporter, overnight | inhibition, % at 20 µM | AID 588405, 2011;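 active = inhibition of at least 50% at 20 µM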
hiPSC survival – enhancers of single-cell hiPSC survival, primary screen, ATPlite luminescence | survival enhancement, % at 20 µM | 100% = ROCK inhibitor wells, 0% = DMSO | 0.044% of 360,000 active; in the data active = survival enhancement above about 18%;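 also: cells exposed to compounds for 16 hours before the ATP read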
HIF-2a inh – HIF-2a reporter inhibitors, primary screen, luminescence, 786-0 RCC cells | 786-0 RCC cells HIF-2a reporter, luciferase luminescence, overnight | inhibition, % at 18.8 µM | 0.72% of 360,000 active | AID 624352, 2012;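 active = inhibition of the luminescence signal of 40% or more relative to plate controls, in a single-dose primary screen at 18.75 µM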
Numbers without * were called inactive; . = no result given.

SMILES	PDI turbidity	NR2E3 ag-1	CaV13 ICDI inh	m5-HT2A agonist	H9c2 protect	MITF TRPM1 inh	NR2E3 ag-2	Shn3 3UTR inh	Peg3 promoter	hiPSC survival	HIF-2a inh
CC(Sc1nc(-c2ccccc2)cc(C(F)(F)F)n1)C(=O)Nc1sc2c(c1C#N)CCC2 (stereo not drawn)	1.8	1.5	-7.6	4.4	-10.0	8.0	-14.0	1.1	29.1	-0.3	19.6
OC(Cc1ccnc2ccccc12)C(Cl)(Cl)Cl (stereo not drawn)	-2.0	.	-10.8	5.6	-14.4	14.9	68.9	39.7	-12.4	-1.7	6.2
COC(=O)C1CCN(C(=O)COC(=O)C2CCN(S(=O)(=O)c3ccc(C)c(C)c3)CC2)CC1	9.4	-2.9	-5.9	-2.4	3.2	2.3	5.8	4.0	3.2	0.5	6.5
O=C1CCc2cc(S(=O)(=O)Nc3ccc(F)cc3)ccc2N1	23.8	0.8	-2.2	4.9	-3.7	7.0	6.3	2.5	11.5	2.1	9.2
O=C(CSc1nc2ccccc2o1)NC1CCS(=O)(=O)C1 (stereo not drawn)	2.1	.	-6.5	-0.8	2.8	4.0	-4.2	7.4	-4.1	4.1	14.6
O=C(OCC(=O)N1CCN(c2ccccc2)CC1)c1ccccc1OC(F)F	-9.3	3.3	-6.0	-7.5	4.6	-12.0	3.6	7.8	-8.2	0.0	13.2
O=C(Cn1ncc2c([nH]c3ccccc32)c1=O)NCC1CCN(Cc2ccc(F)cc2)CC1	6.9	-0.3	-3.9	-0.9	-1.2	4.4	6.0	3.0	26.2	-0.3	16.0
Cc1ccccc1OCC(O)CN(CCO)Cc1ccccc1 (stereo not drawn)	2.1	-0.4	-7.5	1.6	11.1	-3.8	4.0	-22.3	8.8	-0.7	8.1
C[C@H](CO)N1C[C@H](C)[C@@H](CN(C)S(=O)(=O)c2ccccc2)Oc2ccc(NC(=O)Cn3cnnn3)cc2C1=O	5.3	.	-2.3	5.4	6.8	2.4	-10.2	-12.9	-8.3	-1.6	7.3
O=C(NCc1nnnn1-c1ccc(Cl)cc1)c1ccc([N+](=O)[O-])o1	-4.5	.	23.3	4.4	-22.5	.	9.2	15.6	-14.9	-4.2	18.8
O=C(Nc1ccc(S(=O)(=O)Nc2ncccn2)cc1)c1cc([N+](=O)[O-])ccc1Cl	-0.1	4.6	6.7	-0.2	0.6	1.0	2.8	2.3	6.2	-0.6	14.6
C[C@]12C(=O)N(c3cccc(F)c3)C(=O)N1[C@H]1c3ccccc3OC[C@@H]1[C@H]2c1ccccc1	-7.6	.	-5.4	-4.2	-6.4	8.6	-11.9	4.1	14.8	-2.6	13.0
CCOc1ccc(NC(=O)C2C3C=CC4(CN(C(C(=O)OC)C(C)C)C(=O)C24)O3)cc1 (stereo not drawn)	.	3.8	0.4	4.8	12.4	.	-14.5	-6.8	-2.1	0.3	5.8
COc1ccc([C@H]2CC(=O)C=C(c3ccc(Cl)c(C(F)(F)F)c3)C2)cc1OC	-5.6	4.1	-6.8	3.8	-10.0	.	11.7	28.8	17.1	-0.1	5.6
O=c1cc(O)c2c(=O)n(Cc3ccccc3)c3ccccc3c2o1	5.2	-3.5	-2.4	-2.6	-3.9	14.7	5.4	-12.6	14.4	1.4	11.3
COc1ccccc1CNC(=O)c1ccc(-c2ccccc2Cl)o1	6.3	-0.4	-5.1	-7.1	-11.3	-38.2	-24.2	-16.7	-164.3	1.1	-189.6
O=C1CN(S(=O)(=O)c2ccccc2)CC(=O)N1CCc1ccccc1	1.8	0.1	-9.0	-4.2	-6.1	4.9	-21.4	-31.3	10.2	-1.9	14.8
O=C(NC(=S)NC1CCCCC1)c1ccc(Cl)cc1	-9.2	-0.6	-5.5	-5.1	-8.7	-133.7	-135.1	-91.8	-431.2	-0.2	-296.2
Cc1ccc(-c2noc(CCC(=O)N3CCCc4ccccc43)n2)cc1	8.8	-3.5	-3.2	3.7	-11.3	10.4	-20.5	-2.3	13.6	2.0	0.3
CCCCn1c(SCC(=O)N2CCCCC2C)nc2cc(S(N)(=O)=O)ccc21 (stereo not drawn)	3.6	-3.6	.	-2.4	2.7	0.8	-5.5	9.2	6.8	6.1	9.4
CSc1ccccc1NC(=O)c1cnc2scc(C)n2c1=O	-4.2	-0.5	-5.4	8.8	27.5	-41.1	-51.0	-11.2	-226.2	0.3	-169.1
CN1CCN(CCOCCOc2c(Cl)cc(Cl)cc2Cl)CC1	2.0	-1.0	-1.9	0.9	4.5	-4.4	9.9	-0.2	-13.5	-0.3	-24.9
CCOC(=O)CSc1nc2ccccc2n1CC(=O)N(C(C)C)C(C)C	-8.5	-1.1	-7.6	-3.1	6.9	11.0	8.6	-44.4	-1.0	0.4	19.6
Cc1cc(OCC(=O)NC2CC(C)(C)NC(C)(C)C2)c2c(C)c(C)c(=O)oc2c1	-11.3	1.8	-4.3	9.7	2.2	-3.1	-0.7	-9.3	-23.2	-0.2	-2.1
CCCCOc1ccc(/C=N/NC(=O)C2CCCNC2=O)cc1 (stereo not drawn)	8.5	2.3	-7.5	0.9	-0.7	-0.7	2.2	-5.4	-14.2	-0.1	-12.5
CCOC(=O)c1ccc(NC(=O)C(C)N2C(=O)c3ccccc3C2=O)cc1 (stereo not drawn)	5.4	0.9	-6.8	-3.4	1.9	-5.3	-4.8	-9.0	11.4	-0.1	6.0
COc1ccc(OC)c(S(=O)(=O)N(C)CC(=O)N2CCCCC2)c1	11.4	-1.6	-5.0	15.7*	0.6	4.0	-2.8	-9.2	-3.3	0.4	6.9
Cc1ccccc1N(CC(=O)NCC1CCCO1)C(=O)C1(C)CC(=O)N=C2C=CC=CN21 (stereo not drawn)	-6.8	-1.4	-10.3	-0.8	12.9	0.4	-4.8	-5.4	2.6	-1.3	8.8
CCN(CC)C(=O)CSc1ncnc2c1nnn2-c1ccc(OC)cc1	3.2	-0.3	.	2.4	-6.2	6.3	-4.8	0.3	-6.1	1.6	1.6
COc1ccc(OC)c(N2C(=O)CC(C(C)c3ccccc3)C2=O)c1 (stereo not drawn)	0.4	-1.1	-5.5	-3.7	3.1	-6.7	-3.1	-3.5	3.8	3.7	9.2
CN(Cc1ccco1)c1ncnc2ccc(-c3ccoc3)cc12	0.6	1.8	-4.9	-1.8	0.5	-6.6	-16.9	-9.9	0.8	-1.5	15.6
O=C(COc1ccccc1C(=O)Nc1ccccc1)NCCc1ccccc1	6.7	2.0	5.0	-7.7	1.4	-21.0	-18.9	-2.3	-3.7	-0.4	-7.1
CC(C)(C)NC(=O)c1cc([N+](=O)[O-])ccc1N1CCCCC1	-6.1	-3.9	-6.6	-1.0	9.4	4.8	1.8	-9.9	20.9	0.4	9.1
FC(F)(F)c1cccc(Cc2noc(CN3CCCC(CN4CCCC4)C3)n2)c1 (stereo not drawn)	2.6	-1.9	-6.0	-1.7	8.3	8.4	-8.2	-0.6	4.1	0.7	9.4
Cc1cc(F)c(F)cc1C(=O)N1CCCC1	3.2	1.5	-4.8	8.1	1.6	6.8	3.4	2.1	-3.0	0.7	-0.5
Cc1ccccc1S(=O)(=O)NC(=O)C1(C)CCN1C(=O)C(C)(C)c1ccccc1 (stereo not drawn)	6.4	.	-6.1	3.6	5.1	.	-4.7	5.3	3.8	0.2	9.4
Cc1noc(C)c1S(=O)(=O)N1CCCC(C(=O)N2CCN(C3CCCCC3)CC2)C1 (stereo not drawn)	.	-3.0	-9.5	-0.1	1.6	0.2	18.8	6.8	-1.8	-1.1	2.6
O=C(Nc1ccc(N2CCCCC2)cc1)c1cccnc1Cl	4.1	-4.2	0.6	-2.0	-0.6	-56.7	-45.6	-49.1	-107.8	0.5	-142.7
Cc1ccc(CN2CCC(n3nccc3NC(=O)c3ccc4c(c3)OCO4)CC2)o1	1.4	-1.6	-4.9	-7.1	0.6	7.8	-13.9	8.8	-3.6	-0.6	0.9
O=C(CC(NC(=O)C(F)(F)F)c1ccccc1)Nc1nnc(CCc2ccccc2)s1 (stereo not drawn)	-4.4	3.4	4.3	-0.3	-4.3	4.0	-1.4	23.3	0.6	-0.5	20.0

In another format: 2 of the compounds above
SMILES,PDI turbidity,NR2E3 ag-1,CaV13 ICDI inh,m5-HT2A agonist,H9c2 protect,MITF TRPM1 inh,NR2E3 ag-2,Shn3 3UTR inh,Peg3 promoter,hiPSC survival,HIF-2a inh
CCN(CC)C(=O)CSc1ncnc2c1nnn2-c1ccc(OC)cc1,3.2,-0.3,.,2.4,-6.2,6.3,-4.8,0.3,-6.1,1.6,1.6
COc1ccc(OC)c(N2C(=O)CC(C(C)c3ccccc3)C2=O)c1 (stereo not drawn),0.4,-1.1,-5.5,-3.7,3.1,-6.7,-3.1,-3.5,3.8,3.7,9.2

Following part.
SMILES	PDI turbidity	NR2E3 ag-1	CaV13 ICDI inh	m5-HT2A agonist	H9c2 protect	MITF TRPM1 inh	NR2E3 ag-2	Shn3 3UTR inh	Peg3 promoter	hiPSC survival	HIF-2a inh
CCOc1ccc(N(CC(=O)NC2CCCC2)C(=O)CCC(=O)Nc2ccccn2)cc1	5.9	-3.7	-5.2	-0.6	14.3	9.9	-12.0	-14.7	5.5	2.5	13.7
COc1ccc(CN2CCNC(=O)C2CC(=O)NCc2cccc(C)n2)c(OC)c1 (stereo not drawn)	3.1	3.0	-1.5	0.1	1.4	4.4	3.9	-14.0	4.9	-0.4	18.1
COc1ccc(CNC(=O)NC(C)(C)c2cccc(C(C)(C)NC(=O)NCc3ccc(OC)cc3)c2)cc1	6.0	-1.9	-7.8	5.4	-1.2	0.5	11.5	-2.5	7.6	-1.1	11.2
O=c1cc(-c2cccs2)oc2ccc(Cl)cc12	-0.8	1.4	-4.2	-3.4	1.5	-56.5	-100.3	-65.6	-289.6	0.6	-275.8
Cc1ccc(NC(=O)COC(=O)Cn2cnc3c2c(=O)n(C)c(=O)n3C)cc1Cl	4.7	2.8	-1.7	-5.1	7.3	-15.8	-21.7	-10.6	12.8	0.0	5.4
COc1ccc2sc(N(CCN(C)C)C(=O)c3ccc4ccccc4c3)nc2c1	10.7	1.9	-3.8	1.2	0.0	4.5	6.6	-17.4	-68.2	0.7	-18.1

Entries above that bear a hit mark in m5-HT2A agonist:
SMILES	PDI turbidity	NR2E3 ag-1	CaV13 ICDI inh	m5-HT2A agonist	MITF TRPM1 inh	NR2E3 ag-2	Shn3 3UTR inh	Peg3 promoter	HIF-2a inh
COc1ccc(OC)c(S(=O)(=O)N(C)CC(=O)N2CCCCC2)c1	11.4	-1.6	-5.0	15.7*	4.0	-2.8	-9.2	-3.3	6.9

Screens (PubChem)
